Assay outcomes: PubChem BioAssay, Sanford-Burnham Center for Chemical Genomics
H9c2 TAG inh: inhibitors of triacylglycerol accumulation, primary screen, cell-based, uHTS, fluorescence, H9c2; H9c2 cells, Nile Red lipid (TAG) fluorescence; cells loaded with 200 µM oleic acid; inhibition, % at 12.5 µM; 230,000 compounds, 0.66% hits; AID 651582, 2012;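 active = pattern-corrected inhibition of lipid staining of at least 50% with the nuclear-stain viability signal not falling by more than 50%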;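 also: 0% = DMSO wells and 100% = triacsin C control wells; some results filed as inactive read as strong as hits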
H9c2 TAG inh DAPI viability: second read-out of H9c2 TAG inh, no call of its own (marks repeat the call); DAPI nuclei signal change (viability), lower = more cytotoxic, %;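 whole-well DAPI fluorescence read on a plate reader as a viability signal; minus 50 percent equals half of cells still viable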
The depositor's hits bear a star; & = joins results of further samples. Not all compounds are listed (hit frequency here may not be typical).

The opening six entries, to show the layout:
SMILES | H9c2 TAG inh | H9c2 TAG inh DAPI viability
CC(=O)Nc1ccc(C(=O)n2cnc3cc(C)c(C)cc32)cc1 | -11 | 2
CCOC(=O)NC(c1cccc(Cl)c1)C1CCCCCC1=O (stereo not given) | -16 | 5
CC1(c2ccccc2)CC(C)(C)N(C(=O)c2cc([N+](=O)[O-])cc([N+](=O)[O-])c2)c2ccccc21 (stereo not given) | 54* | -2.4*
COc1ccccc1-c1nc(SCC(=O)Nc2ccccc2)n[nH]1 | -8 | -5
CC(=O)N1CCN(S(=O)(=O)c2ccc(Cl)cc2F)CC1 | -2 | 127
O=C(Cc1ccccc1)NC1CCN(Cc2ccccc2)CC1 | 0 | 5

Results, previewed entries included:
SMILES | H9c2 TAG inh | H9c2 TAG inh DAPI viability
CC(=O)Nc1ccc(C(=O)n2cnc3cc(C)c(C)cc32)cc1 | -11 | 2
CCOC(=O)NC(c1cccc(Cl)c1)C1CCCCCC1=O (stereo not given) | -16 | 5
CC1(c2ccccc2)CC(C)(C)N(C(=O)c2cc([N+](=O)[O-])cc([N+](=O)[O-])c2)c2ccccc21 (stereo not given) | 54* | -2.4*
COc1ccccc1-c1nc(SCC(=O)Nc2ccccc2)n[nH]1 | -8 | -5
CC(=O)N1CCN(S(=O)(=O)c2ccc(Cl)cc2F)CC1 | -2 | 127
O=C(Cc1ccccc1)NC1CCN(Cc2ccccc2)CC1 | 0 | 5
CC1(C)NC(=O)NC2(C)NC(=O)NC(C)(C)C12 (stereo not given) | 12 | -8
CCc1ccccc1NC(=S)N(CCN1CCOCC1)Cc1ccccc1F | 6 | -13
N#Cc1ccccc1OCC(=O)N(Cc1nnc(-c2ccccc2Cl)o1)C1CC1 | -2 | -6
COC(=O)/C(C#N)=C/c1c(N2CCN(Cc3ccc4c(c3)OCO4)CC2)nc2c(C)cccn2c1=O | -2 | 4
CCOC(=O)N1CCN(c2c(-c3ccc(C(C)C)cc3)c(=O)c2=O)CC1 | 13 | -6
CCOC(=O)c1sc2nc(NC(=O)COc3ccccc3)sc2c1C | 8 | 4
O=C(O)c1ccc(NC(=S)NC(=O)c2ccc3ccccc3c2)cc1 | -9 | 3
O=c1nc2sc3ccccc3n2c(=O)n1-c1cccc(Cl)c1 | 0 | -13
OC(CNCCN1CCNCC1)Cc1ccccc1 (stereo not given) | 2 | 1
CCC(=O)c1ccc(OC(=O)c2ccc(Br)o2)cc1 | -4 | -5
COc1ccc(-c2ccc(C(=O)NCc3ccc(N(C)C)cc3)c3occc23)c(C)c1 | 25 | -5
O=C(c1cc(S(=O)(=O)N2CCOCC2)ccc1Cl)N1CCc2ccccc2C1 | 4 | -1
Cc1ccc(-c2noc(CCC(=O)NCCN3CCOCC3)n2)cc1 | 23 | -13
O=C(O)c1cc2cccc(S(=O)(=O)N3CCOCC3)c2cc1O | -13 | -2
COC(=O)c1sc(NC(=S)NC(=O)c2ccccc2F)nc1C | -6 | 7
CC(=O)n1cc([C@H]2C=C(C(=O)N3CCN(Cc4ccc5c(c4)OCO5)CC3)O[C@@H](OCCCCO)C2)c2ccccc21 | 0 | 8
COCCn1c(SCC(=O)Nc2cccc(OC)c2)nc2c(oc3ccccc32)c1=O | 2 | -1
CC1CNCCN1S(=O)(=O)c1cccc2cnccc12 (stereo not given) | -15&0 | 0&-3
Cc1ccc2c(c1)nnn2C1CCN(C(=O)NCc2ccccc2)CC1 | 6 | -13
CCOC(=O)CCC(=O)NNC(=O)COc1ccc(C(C)C)cc1Br | -13 | 12
CC(Sc1ccccc1)C(=O)NN=C1CCCC1 (stereo not given) | 9 | -1
O=C1C2C3c4ccccc4C(c4ccccc43)C2C(=O)N1c1nc(-c2ccccc2)cs1 (stereo not given) | -4 | -20
Cc1cc2c(C)c(C)c(=O)[nH]c2cc1N | 18 | 21
O=C(CN1CCC(Cc2ccccc2)CC1)N1CCc2ccccc2C1 | -1 | 26
COCCCNC(=O)c1cc(C(=O)c2c(-c3c(Cl)cccc3Cl)noc2C)c[nH]1 | 3 | -9
Cc1cccc(C(C)C)c1NC(=O)c1cc2ccccc2o1 | 9 | -2
CC(C)(C)S(=O)N1Cc2cc(CO)cc(-c3ccccc3)c2[C@H]1CCO (stereo not given in full) | 10 | 4
O=S(=O)(Nc1ccc2ccccc2n1)c1ccccc1 | 11 | 1
CC(C)N(C(=O)[C@H]1CC(CC(=O)NCCCN(C)C)C(=O)N2CCc3c([nH]c4ccccc34)[C@]12C)C(C)C (stereo not given in full) | 16 | -16
Cc1cc2c(cc1C)C(=O)C(Br)=C(N)C2=O | 0 | -2
COc1cccc(CC(=O)OCC(=O)N(C)CC(=O)Nc2ccc(Cl)c(C(F)(F)F)c2)c1 | -40 | -6
CCOc1ccc(CN2CCNC(=O)C2CC(=O)NCCN2CCOC2=O)cc1 (stereo not given) | 3 | 1
O=c1cnc2ccccc2n1Cc1ccccc1 | -2 | 8
O=C(Cc1cccc2ccccc12)NCC(=O)Nc1ccccc1F | -7 | 6
N#Cc1ccc(-c2ccccc2)nc1SCCN1CCOCC1 | 9 | 2
Cc1ccccc1NC(=S)NNC(=O)c1ccncc1 | 15 | -4
Cc1nc2ccc(C(=O)N3CCN(C(=O)c4ccco4)CC3)cn2c1N(C)C(=O)CCc1ccccc1 | -7 | 123
Cc1cc(NS(=O)(=O)c2ccc(NC(=O)C(C)Oc3cc(C)c(Cl)c(C)c3)cc2)no1 (stereo not given) | 3 | 11
CCOc1ccc(CCNC(=O)c2cccc(N3CCCC3=O)c2)cc1OCC | 41 | 0
CC(C)COC(=O)N1CCCC(c2cc(C(=O)Nc3ccccc3Cl)no2)C1 (stereo not given) | 4 | -6
CCN(CC)CCCNC(=O)/C=C/C(=O)O | 5 | -2
CCC(C)[C@H](NC(=O)NCCC1=CCCCC1)C(=O)O (stereo not given in full) | 4 | -4
CCNC(=O)NC(=O)C(C)OC(=O)c1ccc(SC)cc1OC (stereo not given) | 9 | -6
O=C(Nc1cccc(S(=O)(=O)Nc2ccc(Cl)cc2)c1)c1ccc[n+]([O-])c1 | -5 | 17
O=C(NCCNCc1ccccn1)c1ccco1 | -11 | 10
Cc1cnc(NC(=O)CSc2ccc(Cl)cc2)s1 | 10 | -8
COc1ccc(C(CNC(=O)C2CC(=O)N(Cc3ccccc3)C2)N2CCOCC2)cc1 (stereo not given) | 4 | 5
CCOC(=O)c1sc(=S)n(C)c1NC(=O)c1ccc(OC)cc1 | 3 | -10
Cc1ccccc1Nc1nc(N)nc(CN(C)Cc2ccccc2Cl)n1 | 18 | 2
Cc1cc(OCC(=O)Nc2ccncc2)cc(C)c1Br | -14 | 6
COc1ccc(C2C3CCCCC3(O)CCN2C(=O)c2cccs2)cc1 (stereo not given) | -5 | 4
CC(C)(C)OC(=O)C[C@@H]1C/C=C\C[C@H](CC(=O)N(CCO)Cc2ccccc2)C(=O)NC[C@@H](c2ccccc2)OC1=O | 1 | -8
CCOC(=O)C1(C(=O)OCC)C(C)CC(=O)N1c1ccccc1OC (stereo not given) | -10 | 0
Cc1nonc1OCCNCCNc1ccc([N+](=O)[O-])cc1Cl | -2 | 8
(further entries)
SMILES | H9c2 TAG inh | H9c2 TAG inh DAPI viability
CCc1cccc(OCC(=O)N(C)CC(=O)Nc2cccc(F)c2)c1 | -13 | 4
COc1ccc(Cc2nc(C(=O)Nc3ccc(F)cc3)cs2)cc1 | -38 | 10
CCCCC(CCC(=O)Nc1cccc([N+](=O)[O-])c1)C(=O)O (stereo not given) | 2 | -2
CCOc1ccc(C(=O)NCC(=O)OCC(=O)Nc2ccccc2OC)cc1 | 5 | -5
N#C/C(=C(/O)COc1ccc(Br)cc1)c1nnc2n1CCCCC2 | -18 | 5
O=C(NC(=O)c1ccccc1N1CCCCC1)Nc1ccc(Br)cc1 | 0 | -1
CNc1ccc(Br)cc(C(=O)/C=C/c2ccc3c(c2)OCO3)c1=O | -4 | -8
CN(CC(=O)Nc1ccccc1Cl)C(=O)c1ccc(Cl)c(S(=O)(=O)N2CCCCCC2)c1 | 6 | -1
Cc1cccc(NC(=O)Cc2ccc(-c3ccccc3)cc2)n1 | 14 | -3
CC(=O)Nc1cncc(-c2cnn(CC(C)C)c2)n1 | -1 | 9
COC(=O)c1ccccc1NC1OC(=O)c2ccccc21 (stereo not given) | 5 | -9
COc1ccc(CNc2ncnc3c2[nH]c2cc(OC)c(OC)cc23)cc1 | 32 | -10

Single records, as listed above:
Listed for CCCCC(CCC(=O)Nc1cccc([N+](=O)[O-])c1)C(=O)O (stereo not given) : H9c2 TAG inh = 2; H9c2 TAG inh DAPI viability = -2
Listed for CC(=O)Nc1cncc(-c2cnn(CC(C)C)c2)n1 : H9c2 TAG inh = -1; H9c2 TAG inh DAPI viability = 9
Listed for Cc1cccc(NC(=O)Cc2ccc(-c3ccccc3)cc2)n1 : H9c2 TAG inh = 14; H9c2 TAG inh DAPI viability = -3

Additional entries
SMILES | H9c2 TAG inh | H9c2 TAG inh DAPI viability
N#Cc1ccc(C(=O)N2CCN(S(=O)(=O)c3ccc(Br)s3)CC2)cc1 | 8 | -10
COc1ccccc1/C=N/N1CCN(c2ccc(Cl)cc2)CC1 | -18 | 7
COC(=O)C1=C(C)N(Cc2ccccc2)C(=NCc2ccc(OC)cc2)N[C@H]1c1cccc(F)c1 | 121 | -56
S=C(NCc1ccccn1)Nc1ccc(Cl)cc1Cl | 3 | -3
C#CCCc1ccccc1/C=[N+](/C)[O-] | 15 | -5
O=C(CN1CCN(c2ccc(F)cc2)CC1)N(C1CCCC1)C1CCS(=O)(=O)C1 (stereo not given) | 6 | -3
Cc1cc(NC(=O)c2ccc3sc([C@@H]4O[C@H](CO)[C@H](O)[C@H](O)[C@H]4O)nc3c2)no1 | 4 | 0
COc1ccc(C2=NOC(C3(S(=O)(=O)c4ccccc4)CC(O)C3)C2)cc1 (stereo not given) | -18 | -9
COc1ccc(CNC(=O)C2CCN(C(=O)[C@@H](CC(C)C)NC(=O)OC(C)(C)C)CC2)cc1 | -14 | 1
Cc1cc(O)cc(=O)n1Cc1ccccc1 | -1 | 0
CCSc1nnc(NC(=O)C2CCCCC2)s1 | 6 | 6
CN(C)c1ccc(C=Nc2ccc(N(C)C)cc2)cc1 | -43 | 3
O=C(NN=Cc1ccccc1O)C1CC1 | 9 | -2
COC(=O)c1c(C)[nH]c(C(=O)COC(=O)CCc2ccc(OC)c(OC)c2)c1C | -6 | -1
CC(=O)c1ccc(NC(=S)N2CCN(CCO)CC2)cc1 | 15 | -3
CC(=O)Cc1ccccc1OC(=O)c1ccco1 | -10 | 5
Cc1cc(Nc2cc(Cl)cc(Cl)c2)nc(N)n1 | 6 | -8
COc1cc(-c2cnc3c(NC=O)cc(-c4ccsc4)cn23)cc(OC)c1OC | 39 | -26
Cc1ccc(-c2cc(C(=O)Nc3ccccn3)c3ccccc3n2)o1 | 1 | 5
COCCn1c(SCC(=O)Nc2cccc(C)n2)nnc1-c1ccco1 | -9 | -10
CCOC(=O)C(CC1=CS(=O)(=O)c2ccc(Cl)cc21)(NC(C)=O)C(=O)OCC | -1 | 1
Nc1ccc(S(=O)(=O)Nc2ccnn2-c2ccccc2)cc1 | 2 | -2
O=C(N/N=C/c1cccnc1)c1ccc(Cl)c(Cl)c1 | 0 | -4
Cn1c(NCCc2ccncc2)nc2cc(-c3cccc(Cl)c3)sc2c1=O | 18 | -1
O=C(NCC1CCCCC1)c1cc2ccccc2cc1O | -4 | 4
CCN(CC)CCn1c2c(c(SCC(=O)Nc3nc(C)cs3)nc1=O)CCCC2 | 18 | -4
CC1(C)C(=O)OC(c2ccccc2)C2(CCCC2)C1=O (stereo not given) | -10 | -7
COc1ccccc1C(=O)NC(=O)COC(=O)CNC(=O)c1ccccc1F | 7 | 1
CCO[C@H]1OC(C(=O)Nc2ccccc2)=C[C@@H](C)[C@@H]1CCCO | -2 | -6
CC(C)Cn1c(SCC(=O)NC2CC2)nc2ccc(Cl)cc2c1=O | -7 | 11
O=[N+]([O-])c1ccc(N2CCN(c3nc(-c4ccc(Cl)cc4)cs3)CC2)cc1 | -135 | -18
COc1ccc(OC)c(S(=O)(=O)n2nc(-c3ccccc3)cc2N)c1 | 2 | -5
COc1ccc(SC[C@H](Cc2ccccc2)N2CCN(C)CCC2=O)cc1 | -15 | 8
COCCCNC(=O)c1cccc(S(=O)(=O)N2CC3(C)CC2CC(C)(C)C3)c1 (stereo not given) | 2 | 5
CCOC(=O)c1ccccc1NC(=O)c1ccc2c(=O)n3c(nc2c1)CCCCC3 | 30 | 12
COc1ccc(NC(=O)c2cccc(S(=O)(=O)NCc3ccccc3)c2)cc1S(N)(=O)=O | 7 | -1
Cc1cc2nc3c(=O)n(CCc4ccccc4)c(=O)[nH]c3nc2cc1N | -12 | 3
Cn1c(=O)c2c(ncn2CC(=O)N/N=C/c2ccc(Br)s2)n(C)c1=O | -1 | 8
NS(=O)(=O)c1ccc(CNC(=O)CCC2CCCCC2)cc1 | 21 | -11
COCCC(=O)N1CCC(n2nccc2NC(=O)CCc2ccccc2)CC1 | -4 | 5
COCCNC(=O)c1cn(C)c2ccc(S(=O)(=O)N(C)C3CCCCC3)cc2c1=O | -21 | -18
COc1cc(OC)c(/C=N/NC(=O)COc2cccc3cccnc23)c(OC)c1 | 5 | 4
CC(C)(C)c1nc(NC(=O)Nc2ccccc2)sc1Br | 2 | -7
COc1ccccc1Nc1c([N+](=O)[O-])cncc1[N+](=O)[O-] | -16 | 0
CC(=O)Nc1sc2c(c1C(N)=O)CCC2 | -1 | 5
COC(=O)[C@H]1[C@H]2C[C@H]3c4[nH]c5ccccc5c4CCN3C[C@@H]2CC[C@@H]1O | 10&-8 | -4&0
